# Tau fluor cs – Counterscreen qHTS for Inhibitors of Tau Fibril Formation, Fluorescence Polarization. 280,000 compounds, 0.93% hits. AID 1463, 2008. Potency, µM (titrated, usually from 57.7 µM), without a hit: at the top dose activity change, negative = decrease. tau K18 P301L Alexa594 fluorescence, heparin fibrillization; also: % is scaled to controls: 0 for no effect and ±100 for the full control effect; nearly all actives have a fitted effect of over 55% in size
#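 Human tau K18 P301L (15 uM unlabeled, 0.24 uM Alexa 594-labeled) in 100 mM sodium acetate pH 7 with 20 uM heparin, 6 hr at 37 C. ThT 30 uM added, 1 hr ambient; Alexa 594 FP and total fluorescence read at 555/632 nm.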
# HTT cytoprotect – qHTS Multiplex Assay to Identify Dual Action Probes in a Cell Model of Huntington: Cytoprotection (ATP); PC12 HTT-Q103 induced, cytoprotection, ATP luminescence, 40 h; Potency, µM (doses to about 56.4 µM), without a hit: cytoprotection (ATP increase), usual class: activators; 230,000 compounds, 0.14% hits;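 also: % of control where 0% means no effect; nearly all actives have a fitted effect of over 45% in size; toxic huntingtin expression switched on by the ecdysone agonist tebufenozide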
#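 Cells were plated at 1500 per well in phenol red-free DMEM with 5% equine and 5% calf serum. Tebufenozide (100 nM final) and compounds were added, then ATPlite reagent, and luminescence was read.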
# GAA spleen mod – qHTS Assay for Inhibitors and Activators of Human alpha-Glucosidase From Spleen Homogenate; Lysosomal alpha-glucosidase (Homo sapiens), P10253; Potency, µM (top dose mostly 79.9 µM), for inactives: at the highest dose activity change, negative = inhibition, most hits filed as inhibitors; 240,000 compounds, 0.006% hits; human spleen homogenate, 4-MU-alpha-glucoside fluorescence; AID 2112, 2009;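 also: 0% = enzyme with vehicle and -100% = no enzyme basal signal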
#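 Enzyme source: human spleen homogenate, 1 ug/well. Buffer 50 mM citric acid/K phosphate pH 5.0, 0.01% Tween-20. 4-MU-alpha-glucoside 1 mM; 37 C x 40 min; NaOH/glycine stop; fluorescence.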
# GAA inh – qHTS Assay for Inhibitors of Human alpha-Glucosidase as a Potential Chaperone Treatment of Pompe Disease; Lysosomal alpha-glucosidase (Homo sapiens), P10253; purified human GAA, 4-MU-alpha-glucoside fluorescence; Potency, µM (doses to about 76.9 µM), without a hit: top-dose activity change, negative = inhibition, most hits filed as inhibitors; 200,000 compounds, 0.005% hits; AID 1466, 2008;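 also: plate controls were uninhibited enzyme wells for no effect and no-enzyme background for full effect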
#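 Fluorogenic assay: 4 nM human alpha-glucosidase with 400 uM 4-methylumbelliferyl-alpha-D-pyranoside in 50 mM citrate/phosphate, 0.005% Tween-20, pH 5.0, 20 min at room temperature. Compounds tested up to 77 uM; AC50 from Hill fits.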
# GLA spleen mod – qHTS Assay for Inhibitors and Activators of Human alpha-Galactosidase From Spleen Homogenate; Alpha-galactosidase A (Homo sapiens), P06280; human spleen homogenate, 4MU-alpha-Gal fluorescence, 40 min; Potency, µM (doses to about 80 µM), without a hit: at the top dose activity change, negative = inhibition, actives largely listed as inhibitors; 240,000 compounds, 0.008% hits; AID 2107, 2009;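 also: 0% = enzyme with vehicle and -100% = no enzyme basal signal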
# Target sequence (P06280 32-429 limits assumed): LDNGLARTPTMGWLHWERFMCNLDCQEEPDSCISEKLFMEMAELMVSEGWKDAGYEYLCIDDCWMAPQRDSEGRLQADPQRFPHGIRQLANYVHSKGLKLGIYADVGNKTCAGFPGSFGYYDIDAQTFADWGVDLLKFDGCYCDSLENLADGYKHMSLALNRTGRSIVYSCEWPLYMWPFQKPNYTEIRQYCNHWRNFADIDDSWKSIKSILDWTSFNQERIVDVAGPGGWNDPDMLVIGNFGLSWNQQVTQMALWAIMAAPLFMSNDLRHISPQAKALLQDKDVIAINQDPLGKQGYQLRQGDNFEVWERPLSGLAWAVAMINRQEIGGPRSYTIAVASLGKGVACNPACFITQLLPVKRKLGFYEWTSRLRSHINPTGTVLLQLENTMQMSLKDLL
#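 Fluorogenic readout (Ex 365/Em 440 nm) of 4-methylumbelliferone released from 1 mM 4-MU-alpha-galactoside by spleen homogenate, 40 min at 37C, pH 5.0. Data normalized to no-enzyme and enzyme controls; Hill-equation AC50 from compound titrations.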
# Tau fibril ThT – qHTS for Inhibitors of Tau Fibril Formation, Thioflavin T Binding; Microtubule-associated protein tau (Homo sapiens), P10636; recombinant tau K18 P301L (four-repeat tau fragment), heparin-induced fibrillization, ThT fluorescence; Potency, µM (series often up to 57.4 µM), for inactives: at the top dose activity, negative = inhibition, usual class: inhibitors; 270,000 compounds, 2.1% hits; also: % is scaled to controls: 0 for no effect and ±100 for the full control effect; nearly all actives have a fitted effect of over 55% in size
# Target sequence (P10636 561-689 P618L limits assumed): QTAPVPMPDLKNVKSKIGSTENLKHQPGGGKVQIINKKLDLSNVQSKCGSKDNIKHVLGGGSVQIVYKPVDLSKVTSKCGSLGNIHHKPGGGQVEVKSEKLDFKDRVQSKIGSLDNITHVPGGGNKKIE
#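 Heparin-induced fibrillization of the P301L-mutant K18 repeat-domain fragment of human tau was followed by ThT binding in quantitative high-throughput format.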
# GAA glycogen mod – qHTS Assay for Inhibitors and Activators of Human alpha-Glucosidase Cleavage of Glycogen | Lysosomal alpha-glucosidase (Homo sapiens), P10253 | recombinant GAA, glycogen substrate, Amplex Red glucose oxidase fluorescence | Potency, µM (series often up to 76.4 µM), inactives show top-dose activity change, negative = inhibition, most hits filed as inhibitors | 300,000 compounds, 0.38% hits;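 also: 0% = full enzyme reaction and -100% = no-enzyme basal signal; the screen sought inhibitors and activators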
#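 Recombinant human enzyme (4 nM); glycogen substrate; 37 C, 40 min, pH 5.0. Readout: coupled glucose oxidase/Amplex Red fluorescence.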
# Tau FP inhib – qHTS for Inhibitors of Tau Fibril Formation, Fluorescence Polarization; Microtubule-associated protein tau (Homo sapiens), P10636; K18 P301L tau heparin fibrillization, Alexa594 FP, 6 h; Potency, µM (titrated, usually from 57.7 µM), for inactives: at the top dose activity, negative = inhibition, actives largely listed as inhibitors; 280,000 compounds, 0.39% hits; AID 1468, 2008; also: % is scaled to controls: 0 for no effect and ±100 for the full control effect; nearly all actives have a fitted effect of over 55% in size
#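 Human K18 P301L fragment (15 uM unlabeled plus 0.24 uM Alexa 594-labeled) in 100 mM sodium acetate pH 7 with compound, aggregation induced by 20 uM heparin for 6 hr at 37 C. ThT (30 uM) added for 1 hr, then Alexa 594 FP read.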
# * hit, by the source's call; ? = inconclusive; . = not tested or not shown; & = joins results of further samples; [ ] = another dose, or the depositor's remark. Calls follow the shape of the dose curve; as a rule, active = well fitted curve in the direction sought with a large enough effect; inconclusive = small, poorly fitted or top-dose-only effect, or another doubt; inactive = no such curve, though single readings can be large; an effect the other way counts as inactive or inconclusive. Potency is read from the fitted curve at half-maximal effect.
SMILES,Tau fluor cs,HTT cytoprotect,GAA spleen mod,GAA inh,GLA spleen mod,Tau fibril ThT,GAA glycogen mod,Tau FP inhib
O=C(c1ccc(-n2c(SCc3cccc(F)c3)nc3ccccc3c2=O)cc1)N1CCOCC1,0%,-3%[10 µM],6%,-11%,-7%,-9%,3%,-3%
Cc1ccc(C(=O)CSc2nc3ccccc3c(=O)n2-c2ccccc2)s1,-8%,-7%,-5%,0%,6%,-4%,1%,-2%
Cn1c(=O)n(CC(=O)N2CCOCC2)c2ccccc21,-5%,3%[0.074 µM],-5%,-2%,0%,-8%,4%,-4%
CCN(CC)S(=O)(=O)c1ccc2c(c1)c(=O)c(C(=O)N1CCN(c3ccccc3OC)CC1)cn2C,-9%,.,.,.,.,-6%,2%[76.3 µM],2%
CN(Cc1nc(-c2ccccc2)no1)C1CCOCC1,0%,-1%[10 µM],1%,.,0%,4%,3%,-1%
Cc1c(C(=O)NCCN(C)C)sc2nc3n(c(=O)c12)CCC3,?,.,.,.,.,-12%,-3%[76.3 µM],?
COc1ccc(CCNC(=O)C2CCN(Cc3nc(-c4cccc(Cl)c4)oc3C)CC2)cc1OC,4%,-46%[inhibitor][0.074 µM],-3%,-3%,-2%,-5%,4%,-10%
CC1Cc2ccccc2N1C(=O)CCN1C(=O)C2C3C=CC(C3)C2C1=O (stereo unspecified),-1%,-15%,0%,3%,-2%,-4%,0%,0%
O=P(O)(O)c1ccccc1OCc1ccccc1,1%,-1%[0.074 µM],-6%,-6%,-7%,-4%,-3%,-3%
COc1ccccc1OCC(O)CN1CCN(CC(=O)Nc2c(C)cccc2C)CC1 (stereo unspecified),-6%&2%,?,-5%&4%,.,-3%&4%,-6%&11%,.,0%&3%
CC(Nc1nc(N2CCOCC2)nc2ccccc12)c1ccccc1 (stereo unspecified),-9%,-29%,10%,?,?,3%,3%,0%
Cc1ccc(SCCC(=O)OCC(=O)Nc2ccc(S(N)(=O)=O)cc2)cc1,-21%,-15%[10 µM],0%,.,2%,-17%,8%,-13%
CN1CCN(c2ccccc2NC(=O)c2ccc([N+](=O)[O-])cc2Cl)CC1,-26%,-4%,8%,3%,8%,?,1%,-7%
O=C(c1nn(Cc2ccccc2)c(=O)c2ccccc12)N1CCN(c2ccccn2)CC1,-8%,-18%,-1%,-11%,-7%,?,-2%,2%
COc1ccc(/C(N)=N/OC(=O)c2cccs2)cc1,-15%,16%[10 µM],-17%,.,-10%,-19%,7%,-9%
COc1ccc(NC(=S)N(CCc2ccc(OC)c(OC)c2)Cc2ccccn2)cc1,-17%,9%[10 µM],-1%,4%,-4%,-8%,-19%,4%
CCCc1cc(=O)[nH]c(SCC(=O)c2cc(C)n(-c3cc(C)on3)c2C)n1,4%,.,2%,-8%,0%,0%,7%,5%
Cc1cc(C)nc(SCC(=O)N/N=C/c2cccn2-c2ccc(O)cc2)n1,-17%,-5%,8%,-12%,11%,-9%,3%,10%
CCOc1ccc(N2C(=O)CC(Sc3nc(C)cc(C)n3)C2=O)cc1 (stereo unspecified),-6%,-8%[10 µM],6%,-3%,2%,-18%,1%,-1%
O=C(COC(=O)c1ncc(Cl)c(Cl)c1Cl)Nc1ccccc1OC(F)F,-16%,16%[10 µM],7%,-4%,1%,-12%,5%,3%
O=C(Nc1ccccc1N1CCOCC1)c1ccc(Br)o1,-8%,2%[0.074 µM],-7%,0%,-1%,-12%,-3%,-4%
COc1cc(C(=O)NCCc2cc3c(OC)ccc(OC)c3[nH]c2=O)cc(OC)c1OC,-7%,3%,2%,-8%,-2%,-13%,-16%,8%
C/C(CC(=O)Nc1ccc([N+](=O)[O-])cc1)=N/NC(=O)C1CC12CCC2 (stereo unspecified),?,-40%[inhibitor],-11%,?,13%,?,-1%,-19%
O=C(COc1ccc(/C=N/NC(=O)c2ccccc2)cc1)Nc1ccc([N+](=O)[O-])cc1,-5%,-9%,-5%,-2%,1%,?,3%,-3%
CC(=O)N1CCN(S(=O)(=O)c2cccc(C(=O)NC3CCC(C)CC3)c2)CC1 (stereo unspecified),8%,.,9%,-3%,10%,6%,-13%,3%
SMILES,Tau fluor cs,HTT cytoprotect,GAA spleen mod,GAA inh,GLA spleen mod,Tau fibril ThT,GAA glycogen mod,Tau FP inhib
O=C(c1ccc(Cl)cc1)c1c[nH]cc1-c1ccccc1,-5%,-2%[10 µM],1%,-1%,3%,2%,5%,-10%
O=C(O)C/C(=C\c1cccc(NC(=O)c2ccccc2Cl)c1)c1nc2ccccc2s1,-11%,-2%[10 µM],-1%,.,2%,?,3%,0%
Cc1cc(C)c2c(=O)n(-c3ccccc3)[nH]c2n1,6%,0%,-6%,-3%,-6%,-1%,-25%,-1%
CC(OC(=O)c1ccc2ccccc2n1)C(=O)c1ccccc1 (stereo unspecified),-9%,22%[10 µM],2%,12%,1%,-8%,12%,-3%
Cc1cccc(Cn2c(N3CCc4ccccc4C3)nc3c2c(=O)[nH]c(=O)n3C)c1,-6%,-1%,-5%,-3%,-1%,-10%,-4%,2%
O=C(Cc1ccc(Br)cc1)N1CCN(c2ccccc2O)CC1,-21%,1%,7%,-4%,5%,-23%,14µM*,14%
Cc1nc(N2CCOCC2)nc(Oc2ccccc2)c1[N+](=O)[O-],-26%,-1%[10 µM],2%,.,6%,-14%,-1%,-9%
CCCCCSc1nnc(-c2ccc(Br)cc2)o1,-11%,.,.,.,.,?,-10%[76.3 µM],-5%
COc1cc(/C=N\NC(=O)c2sc(N)nc2C)cc(OC)c1OC,-6%,24%,-2%,-3%,0%,-7%,6%,-3%
O=C1CCCC(=O)C1Sc1ccc(Cl)cc1,2%,12%[10 µM],2%,2%,-16%,-3%,6%,4%
CN1CCCC2(CCCN(Cc3nc(Cc4cccc(C(F)(F)F)c4)no3)C2)C1 (stereo unspecified),-5%,-23%,-6%,-3%,-1%,0%,3%,1%
O=C(Nc1ccc2oc(=O)ccc2c1)c1ccc(-c2ccccc2[N+](=O)[O-])o1,-29%,-9%[10 µM],-1%,.,2%,?,4%,-14%
COc1ccc(C2c3c(oc4ccccc4c3=O)C(=O)N2Cc2ccncc2)cc1 (stereo unspecified),7%,-23%,-11%,-2%,-2%,0%,-6%,5%
CCC(OC(=O)c1cc2sccc2n1C)C(=O)NCc1ccco1 (stereo unspecified),-9%,-20%,3%,-5%,5%,-10%,4%,-8%
O=C(COc1ccc(Cl)cc1)Nc1nnc(-c2ccc3c(c2)CCCC3)o1,0%,-38%[10 µM],-12%,1%,2%,9%,9%,1%
Cc1cc(C)c[n+](CC(=O)c2ccc(NC(=O)c3ccccc3)cc2)c1,0%,.,4%,7%,0%,-2%,23%,6%
CCC(Sc1nc2ccncc2[nH]1)C(=O)Nc1ccc(F)cc1 (stereo unspecified),-7%,.,.,.,.,1%,-20%[76.3 µM],-9%
CCC(c1nnnn1C(C)(C)C)N1CCN(Cc2ccccc2OC)CC1 (stereo unspecified),1%,-2%[10 µM],2%,5%,-1%,-2%,13%,0%
O=C(CSc1nnc(-c2ccccn2)o1)Nc1ccccc1,7%,.,0%,7%,1%,1%,15%,1%
Cc1ccc(-c2cc(NC(=O)COc3c(C)cc(C)cc3C)on2)cc1,-15%,.,.,.,.,-13%,-9%[76.3 µM],-17%

# Ordered by molecular weight (ascending): part of the list above
SMILES,Tau fluor cs,HTT cytoprotect,GAA spleen mod,GAA inh,GLA spleen mod,Tau fibril ThT,GAA glycogen mod,Tau FP inhib
O=C1CCCC(=O)C1Sc1ccc(Cl)cc1,2%,12%[10 µM],2%,2%,-16%,-3%,6%,4%
CCCCCSc1nnc(-c2ccc(Br)cc2)o1,-11%,.,.,.,.,?,-10%[76.3 µM],-5%
Cc1ccc(-c2cc(NC(=O)COc3c(C)cc(C)cc3C)on2)cc1,-15%,.,.,.,.,-13%,-9%[76.3 µM],-17%
CCC(c1nnnn1C(C)(C)C)N1CCN(Cc2ccccc2OC)CC1 (stereo unspecified),1%,-2%[10 µM],2%,5%,-1%,-2%,13%,0%
O=C(COc1ccc(Cl)cc1)Nc1nnc(-c2ccc3c(c2)CCCC3)o1,0%,-38%[10 µM],-12%,1%,2%,9%,9%,1%
O=C(O)C/C(=C\c1cccc(NC(=O)c2ccccc2Cl)c1)c1nc2ccccc2s1,-11%,-2%[10 µM],-1%,.,2%,?,3%,0%
